Screens: PubChem, Sanford-Burnham Center for Chemical Genomics
TNAP inh Pi – blocks human TNAP phosphate release | P05186 | purified TNAP, pNPP, malachite green phosphate absorbance | inhibition, % at 20 µM | 21,000 tested, under 10 active | AID 614
Target sequence (P05186 whole entry, looked up): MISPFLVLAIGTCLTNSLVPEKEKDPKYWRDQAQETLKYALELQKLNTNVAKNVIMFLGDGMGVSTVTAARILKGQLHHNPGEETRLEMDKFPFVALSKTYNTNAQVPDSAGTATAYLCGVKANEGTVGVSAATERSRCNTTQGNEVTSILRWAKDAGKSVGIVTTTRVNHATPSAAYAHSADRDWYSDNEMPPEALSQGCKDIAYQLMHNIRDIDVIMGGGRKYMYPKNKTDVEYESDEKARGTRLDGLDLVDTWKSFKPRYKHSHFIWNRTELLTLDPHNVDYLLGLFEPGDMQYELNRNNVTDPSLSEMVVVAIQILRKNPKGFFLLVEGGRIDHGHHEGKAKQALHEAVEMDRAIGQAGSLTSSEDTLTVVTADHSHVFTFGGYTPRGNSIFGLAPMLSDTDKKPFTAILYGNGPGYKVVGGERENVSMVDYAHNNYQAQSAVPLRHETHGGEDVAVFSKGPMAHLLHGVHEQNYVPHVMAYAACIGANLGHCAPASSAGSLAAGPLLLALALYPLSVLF
TNAP inh pNP – inhibitors of human tissue-nonspecific alkaline phosphatase; P05186; purified TNAP, pNPP hydrolysis, absorbance 405 nm; 21,000 tested, under 10 active; inhibition, % at 20 µM;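 note: 0% = DMSO only wells and 100% = 1 mM levamisole wells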
An asterisk follows results filed as active.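 Rule for the calls: active = inhibition above 50% at the 20 µM single-dose screen; inactive = the rest.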 Not all compounds are listed, so the mix of outcomes need not match the whole.

canonical_smiles | TNAP inh Pi | TNAP inh pNP
COc1cc2c(cc1OC)CN(S(=O)(=O)c1ccc3c(c1)OCCO3)CC2 | -4.8 | 4.3
Cc1cc(C)nc(N(C#N)CC(=O)Nc2ccccc2)n1 | -15.3 | 5.9
O=C(NCc1ccco1)C1c2ccccc2Oc2ccccc21 | 12.8 | 4.4
CCC(=O)N(Cc1cc(=O)[nH]c2ccccc12)C1CCCCC1 | 7.7 | 2.6
COc1ccc2[nH]cc(C(=O)CN3CCN(C(=O)c4ccco4)CC3)c2c1 | -3.0 | 2.6
O=C(Nc1ccc(N2CCN(C(=O)c3ccccc3)CC2)cc1)c1cc2ccccc2o1 | 16.1 | 1.1
NC(=O)c1cc(-c2ccccc2)nc(Oc2ccccc2)n1 | -11.4 | -14.2
CCCOC(=O)C1=C(C)NC2=C(C(=O)CCC2)C1c1cccs1 (stereo not given) | 6.4 | 8.2
COc1ccc(NC(=O)C2CCN(C(=O)c3ccccc3)CC2)cc1OC | 7.6 | 2.1
OCCN(Cc1ccccc1)Cc1ccccc1Cl | 6.6 | 0.6
O=C(CN1C(=O)c2ccccc2S1(=O)=O)N1CCN(Cc2ccc3c(c2)OCO3)CC1 | 4.2 | -0.2
CCn1c(SCC(=O)NC(C)(C)C)nc(O)cc1=O | 8.8 | 3.3
N#CC(C#N)C(c1ccsc1)c1c(-c2ccccc2)[nH][nH]c1=O (stereo not given) | 9.3 | 2.9
c1ccc2c(c1)CCCN2Cc1nnnn1C1CCCC1 | -1.9 | -14.0
CCNC(=O)N1CCNC(=O)C1CC(=O)OC (stereo not given) | 1.7 | -0.8
Cc1c(CNC(=O)c2nn3c(c2Cl)NC(c2ccccc2)CC3C(F)(F)F)cnn1C (stereo not given) | 10.2 | 5.7
COc1ccccc1C(=O)N1CCCN(C(=O)c2ccccc2OC)CC1 | 16.8 | 6.9
Cc1cc(C(=O)O)c(CCCN)s1 | 10.0 | 2.1
O=C(OCc1cc2ccccc2[nH]c1=O)c1ccccn1 | 7.3 | 2.4
COc1ccc(OC)c2c(C)cc(N3CCCN(C)CC3)nc12 | -9.0 | 5.7
O=C(O)CCc1cc(I)c(Oc2ccc(O)c(I)c2)c(I)c1 | 0.0 | 0.0
O=C(O)c1cc2n(n1)C(C(F)(F)F)CC(c1ccccc1)N2 (stereo not given) | 4.8 | -0.5
Cc1oc2c(CN3CCCC3)c(O)ccc2c(=O)c1-c1ccc(Br)cc1 | 0.5 | 5.8
O=C(COC(=O)C1=COCCO1)Nc1ccc2c(c1)OCO2 | 22.4 | 4.3
CCOC(=O)Nc1sc(C)nc1-c1ccccc1 | 6.1 | -2.1
CC(=O)Nc1cc(NC(C)=O)c(CC(C)C)s1 | 4.4 | -0.2
c1ccc(-n2ncc3c(NCC4CCCO4)ncnc32)cc1 (stereo not given) | 1.7 | -2.3
Cc1ccc(-c2n[nH]c(=O)c3ccccc23)cc1S(=O)(=O)NCCN1CCOCC1 | 9.6 | 3.6
COc1ccccc1NC(=O)Nc1ccc2c(c1)OCCO2 | 4.4 | 3.4
CCOc1ccccc1C(=O)N(C)Cc1cc2cc(OC)ccc2[nH]c1=O | 5.6 | 2.2
CC1(C)Cc2c(sc3nc(SCC#N)n(C4CCCCC4)c(=O)c23)CO1 | 0.0 | -2.1
O=C(O)CCCCCCC1C(=O)NC(=O)N1CCC(O)C1CCCCC1 (stereo not given) | -11.9 | 5.7
Cn1c(SCc2c(Cl)cccc2Cl)nnc1-c1cccs1 | 10.4 | 3.9
O=C(CSc1nnnn1C1CCCCC1)Nc1cccc(NC(=O)c2ccco2)c1 | 3.9 | -1.5
Cc1noc(C)c1COC(=O)CN(C)S(=O)(=O)c1ccc(Cl)cc1 | 5.3 | -4.6
CN(C)CCCN1C(=O)C(=O)/C(=C(/O)c2ccc(S(=O)(=O)N(C)C)cc2)C1c1ccncc1 (stereo not given) | -8.6 | 4.6
O=C(Nc1nc(=O)c2ccccc2s1)c1ccccc1 | 4.6 | 0.6
Cc1cc(NC(=O)c2cnn3c(C(F)(F)F)cc(-c4ccccc4)nc23)no1 | 7.6 | 4.6
CCN(CC)CCNC(=O)c1ccc(N)cc1 | 6.4 | 0.0
Cc1occc1-c1nnc(SCC(=O)NC(C)(C)C)n1C(C)c1ccccc1 (stereo not given) | 8.3 | -2.7
CN(C)C(=O)Oc1cccc([N+](C)(C)C)c1 | 7.5 | 1.5
Cc1ccc(-c2nc3cc(N)ccc3o2)c(C)c1 | 5.8 | 0.7
CC1=CC(C)C2C(=O)N(CCC[N+](C)(C)C)C(=O)C2C1 (stereo not given) | 4.9 | 0.5
O=C(O)c1ccc(OCc2occc2C(=O)O)cc1 | 11.2 | 6.4
CN(Cc1cccs1)S(=O)(=O)c1cccs1 | 20.1 | 6.8
COc1ccc(CNC(=O)COC(=O)c2n[nH]c3ccccc23)cc1 | 6.2 | -2.1
O=c1cc(NC2CCCCCC2)[nH]c(=O)[nH]1 | 5.1 | 5.7
CCCCOc1ccc(C(=O)NCC(=O)NCC(=O)OCC)cc1 | -2.0 | -2.4
O=C(Nc1ccccc1O)c1cc(S(=O)(=O)N2CCOCC2)c(Cl)cc1Cl | -0.5 | -4.4
COc1ccccc1NC=C1C(=O)OC2(CCCCC2)OC1=O | -1.1 | -8.3

Quoted at random: three records from the list
canonical_smiles | TNAP inh Pi | TNAP inh pNP
COc1ccc(CNC(=O)COC(=O)c2n[nH]c3ccccc23)cc1 | 6.2 | -2.1
CN(Cc1cccs1)S(=O)(=O)c1cccs1 | 20.1 | 6.8
O=C(O)c1ccc(OCc2occc2C(=O)O)cc1 | 11.2 | 6.4

Next results
molecule	TNAP inh Pi	TNAP inh pNP
Cn1ncc(N=Cc2c(O)ccc3ccccc23)c1C(=O)N1CCOCC1	5.1	3.5
O=C1CC(=O)N(CCc2ccccc2)C(=O)N1CCc1ccccc1	-4.0	2.6
COCC(=O)/C=C1\Sc2ccccc2N1C	10.1	6.4
Cc1cc(C)nc(N2CCCC(C(=O)NCCc3cccc(F)c3)C2)n1 (stereo not given)	6.0	0.0
CC(C)(C)NC(=O)CN(Cc1cccnc1)C(=O)c1csnn1	-6.2	5.3
Cc1cc(NS(=O)(=O)c2ccccc2)c(C)c(Cl)c1O	-13.4	3.3
Cn1c(=O)c2c(nc(NCCc3ccccc3)n2Cc2ccccc2)n(C)c1=O	15.3	5.4
CCOC(=O)c1[nH]c2ccc(C)cc2c1N=CN(CC)CC	5.1	-1.8
O=C(CSc1nnc(COc2ccccc2)n1-c1ccccc1)c1cccs1	7.7	2.4
c1ccc2c(c1)OCC(c1nnc3n1-c1ccccc1SC3)O2 (stereo not given)	17.5	6.8
O=C(Nc1ccc2c(c1)OCO2)c1ccc(Br)s1	6.3	-1.7
COc1ccc(N(C(C)=O)S(=O)(=O)c2cc(OC)ccc2OC)cc1	7.0	7.5
CCN(CC)CCN1C(=O)C(=O)/C(=C(/O)c2ccc(OC)cc2)C1c1ccco1 (stereo not given)	10.2	5.6
CC1CC(C)CN(c2ncc3c(n2)CC(c2ccc(Cl)cc2)CC3=O)C1 (stereo not given)	6.6	-2.0
O=C(CSc1nnc(COc2ccccc2)n1Cc1ccco1)NCc1ccco1	3.2	-2.0
N#CCCCSc1ncccc1-c1nc2ccccc2[nH]1	6.9	2.8
O=C(NC1CCCC1)C(c1ccncc1)N(Cc1cccs1)C(=O)c1csnn1 (stereo not given)	19.8	5.0
C[C@H](C(=O)O)c1n[nH]c(=O)c2ccccc12	12.5	6.8
Cn1c(=O)n(CCc2ccccc2)c(=O)c2c1ncn2Cc1ccccc1	-1.4	-1.2
Cn1nccc1C(=O)c1ccc(Cl)cc1	2.0	1.5
CC(=O)c1cccc(NC(=O)CN(Cc2ccccc2)S(C)(=O)=O)c1	9.9	1.0
COC(=O)CC1Sc2ccccc2NC1=O (stereo not given)	6.9	5.1
Cn1c(=O)c2c(-c3ccccc3)n(C3CCCCC3)cc2n(C)c1=O	10.1	0.0
CC(=O)Nn1c(COc2ccccc2C)nc2ccccc2c1=O	2.0	5.0
COC(=O)[C@H](C)NC(=O)Nc1ccc(Oc2ccccc2)cc1	-2.9	1.8
COc1ccc(C2=NOC(Cn3c(Cc4ccc(Cl)cc4)nc4c3c(=O)n(C)c(=O)n4C)C2)cc1 (stereo not given)	12.5	3.3
CS(=O)(=O)N(CC(=O)Nc1ccc2c(c1)OCO2)Cc1ccccc1	0.0	0.0
Cc1ccc(SC/C(O)=C(\C#N)c2nc3ccccc3s2)cc1	9.6	7.6
C=CCOc1ccccc1C1C2=C(CC(C)(C)CC2=O)Nc2c1c(=O)n(C)c(=O)n2C (stereo not given)	-7.2	-11.0
O=c1ccsn1Cc1ccccc1	10.3	6.8
CCn1c(SCC(=O)Nc2cc3oc4ccccc4c3cc2OC)nnc1-c1cccs1	1.2	-8.2
Nc1ccc2c(c1)C(=O)N(CCCC(=O)O)C2=O	-10.1	5.0
Cc1cc(C)c(C)c(S(=O)(=O)NCC(=O)N2CCCC2)c1C	7.6	2.7
COC(=O)C1=C(C)NC(C)=C(C(=O)OC)C1c1ccccc1[N+](=O)[O-]	9.0	2.9
NC(=O)C1CCN(C(=O)CSCc2ccccc2Cl)CC1	11.9	3.3
Fc1ccccc1Cn1nnc2c(NCc3ccccn3)ncnc21	13.7	4.4
Cc1nc(-c2cn[nH]c2)c2cc(C)oc2n1	-14.1	-6.9
CC1CC(C)(C)CC2(C1)NC(=O)N(CC(=O)NCC(c1ccco1)N1CCCCC1)C2=O (stereo not given)	3.5	-1.6
CCCCC(=O)Nc1ccc(C(=O)Nc2ccc3c(c2)OCO3)cc1	10.2	5.0
CN(C)CCCN1C(=O)C(O)=C(C(=O)c2cc3ccccc3o2)C1c1ccccc1 (stereo not given)	10.5	-1.6

A different layout for 2 compounds above.
Cc1ccc(SC/C(O)=C(\C#N)c2nc3ccccc3s2)cc1
  TNAP inh Pi: 9.6 | TNAP inh pNP: 7.6
CC(=O)Nn1c(COc2ccccc2C)nc2ccccc2c1=O
  TNAP inh Pi: 2.0 | TNAP inh pNP: 5.0

Later entries.
molecule	TNAP inh Pi	TNAP inh pNP
N#CC1=C(SCC(=O)c2ccc(Cl)cc2)NC2=C(C(=O)CCC2)C1c1ccco1 (stereo not given)	3.6	-5.1
Cc1nnc(Sc2nc3ccccc3o2)c2ccccc12	-6.6	6.3
CCCCNC(=O)COC(=O)c1cc2c(C)nn(-c3ccccc3)c2s1	8.1	5.3
CCNc1nc2c(c(=O)n(Cc3ccccc3)c(=O)n2C)n1Cc1ccccc1	5.6	3.7
O=C(O)CC1NC(=O)N(c2ccc(Cl)cc2)C1=O (stereo not given)	7.3	0.0
O=C(CCn1c(=O)oc2ccccc21)n1c(=O)oc2ccccc21	8.4	-0.2
COc1ccc(C2CC(c3ccccc3)Nc3nc(N)nn32)cc1 (stereo not given)	-9.5	-6.3
O=C(Nc1nccs1)c1cc(N2CCOCC2)nc2ccccc12	5.7	1.1
O=C(CCCc1cccs1)N1CCN(S(=O)(=O)c2ccccc2Br)CC1	-6.6	-7.7
CCCCNC(=O)c1cc2n(n1)C(C(F)(F)F)CC(c1ccccc1)N2 (stereo not given)	4.3	-1.2
CCC(=O)Nc1nc2ccccc2n1Cc1ccccc1	13.1	5.5
COc1ccc(CN2CCOCC2)c(C)c1C	-2.2	4.8
CC1(C)Cc2ccccc2-c2n[nH]c(=S)n21	8.2	4.3
O=C(OCn1cncn1)c1ccc(Cl)cc1Cl	4.5	-0.1
Cc1cccc2sc(NC(=O)C3CCCO3)nc12 (stereo not given)	11.7	5.9
COC(=O)c1ccccc1NC(=O)c1ccccc1N(C)S(C)(=O)=O	10.8	5.6
O=C(c1ccc2c(c1)OCO2)N1CCN(c2ccc(F)cc2)CC1	7.9	5.0
COc1ccc2nc(C)cc(Nc3ccc(N4CCOCC4)cc3)c2c1	5.8	0.0
CCC1(C)Cc2c(sc3nc4n(c(=O)c23)CCCS4)CO1 (stereo not given)	1.3	-1.2
CCN(Cc1ccccc1)C(=O)c1ccccc1C	15.9	7.5
Cc1ccn(CC(=O)O)c(=O)c1	3.1	6.0
Cc1ccc2cc(C)c(NCCO)nc2c1	2.9	1.9
CCCOc1ccc2[nH]cc(C(=O)O)c(=O)c2c1	0.0	0.0
Cc1nn2c(CN(C(=O)c3ccco3)c3ccccc3)nnc2c2ccccc12	6.4	-0.3
CC(C)n1cc(/C=C(\C#N)S(=O)(=O)c2ccccc2)c2ccccc21	19.2	3.2
COc1ccc(CC(C(=O)Nc2cccc(F)c2)c2nn[nH]n2)c(OC)c1 (stereo not given)	6.7	3.0
Fc1ccc(-c2cc3nc(-c4ccccc4)cc(N4CCN(CCN5CCOCC5)CC4)n3n2)cc1	6.6	4.9
Cc1cc(-c2nc3ccccc3o2)c2ccccc2n1	12.8	2.1

4 entries from above, sorted by the value under TNAP inh pNP, falling.
Compound | TNAP inh pNP
Cc1ccn(CC(=O)O)c(=O)c1 | 6.0
Fc1ccc(-c2cc3nc(-c4ccccc4)cc(N4CCN(CCN5CCOCC5)CC4)n3n2)cc1 | 4.9
COc1ccc(CC(C(=O)Nc2cccc(F)c2)c2nn[nH]n2)c(OC)c1 (stereo not given) | 3.0
Cc1cc(-c2nc3ccccc3o2)c2ccccc2n1 | 2.1
